# Assay outcomes from PubChem BioAssay.
# HIV fusion peptide: cell-free HIV fusion peptide-binding blockers – biochemical, uHTS, fluorescence dequenching, primary screen (AID 1986); cell-free peptide binding, fluorescence dequenching, 30 min; higher % means a stronger effect; inhibition, % at 20 µM, or IC50 in µM where a hit was titrated; actives 0.3% (n = 290,000); in the data active = inhibition mostly above about 52%, no sharp cut-off; inactive = mostly below about 76%; note: some results filed as inactive read as strong as hits
# AID2073: inhibitors of Mint1-CaV2.2 protein interaction, biochemical, HTRF (AID 2073) | HTRF protein-protein interaction, Mint1-CaV2.2; higher % means a stronger effect | one-dose inhibition, % at 20 µM; IC50 in µM for titrated hits | actives 0.19% (n = 290,000); in the data active = inhibition mostly above about 51%, no sharp cut-off; inconclusive = no clear call, values can overlap the other calls; inactive = mostly below about 53%; note: some results filed as inactive read as strong as hits
# The depositor's hits bear a star; ? = inconclusive.
SMILES,HIV fusion peptide,AID2073
O=C(CN1CCOCC1)N/N=C/c1c(O)ccc2ccccc12,0.7%,9%
O=C(COc1ccc2ccc(=O)oc2c1)NCCc1c[nH]c2ccc(F)cc12,-0.9%,10%
Cc1ccc(NS(=O)(=O)c2ccc(NC(=O)C3CC3)cc2)cc1C,-1.0%,7%
Cc1ccc(C(=O)C(SC(C)(C)C)n2cncn2)cc1 (centres undefined),-1.0%,8%
O=C(Cc1ccc(Cl)cc1)Nc1ccccn1,2.1%,3%
COc1ccc(-c2cn[nH]c2-c2ccc(OC)cc2O)cc1,-3.9%,40%
Cn1ccnc1C(OC(=O)c1ccccc1)C(F)(F)F (centres undefined),-1.0%,-5%
CCOc1ccc(N(CC(=O)N2CCN(c3ccccc3F)CC2)S(=O)(=O)c2c(C)noc2C)cc1,-1.7%,10%
C=CCNC(=S)N1CCC(C(=O)c2ccc(Cl)cc2)CC1,-0.8%,-18%
O=C(CCC1CCCC1)NNC(=O)c1cc2ccccc2cc1O,38%,26%
CC(C)c1ccc(OCC(=O)Nc2ccccc2C(=O)N2CCOCC2)cc1,0.0%,1%
CCOC(=O)C(C)n1cnc2c(nnn2-c2ccc(F)cc2)c1=O (centres undefined),-0.4%,-9%
COc1ccc(S(=O)(=O)N2CC(C)N(C(=O)N3CCOCC3)C2)cc1 (centres undefined),-0.5%,-10%
O=C(CN1C(=O)NC2(CCCC2)C1=O)Nc1ccc(OC(F)(F)F)cc1,0.8%,-6%
CCC(C)NC(=O)c1ccc(C)c(NC(=O)C2=C(C)OCCS2)c1 (centres undefined),-0.4%,9%
COc1ccc(/C=C2/SC(=S)N(CC(=O)O)C2=O)cc1OCc1ccc(Cl)cc1,16µM*,0%
COc1cc(/C=N/N2CCN(c3ccccc3OC)CC2)ccc1OC(C)=O,1.6%,-4%
Cc1coc2cc3oc(=O)c(CCC(=O)NCCCN4CCCC4=O)c(C)c3cc12,1.2%,16%
O=C(Nc1ccc2oc(-c3ccncc3)nc2c1)c1ccc([N+](=O)[O-])o1,-4.4%,-23%
CC(=O)N1CCc2cc(S(=O)(=O)N3CC(C)CC(C)C3)ccc21 (centres undefined),-0.6%,-1%
Cn1cc(S(=O)(=O)NC2CCCCCC2)c(=O)n(C)c1=O,-0.5%,13%
COc1ccccc1CNC(=O)c1cc(C(C)=O)c[nH]1,1.7%,8%
CN(C)C1=NC(=O)/C(=C/c2ccc(-c3ccc(S(N)(=O)=O)cc3)o2)S1,5.4%,-22%
Cc1ccc(-c2[nH]ncc2C(=O)c2ccc(Br)cc2)c(O)c1,-3.3%,9%
CC12CN(C(=O)c3cccc([N+](=O)[O-])c3)C3(C#N)CC1CCC23C (centres undefined),2.4%,4%

# Part of the list above in order of formula weight, descending:
SMILES,HIV fusion peptide,AID2073
CCOc1ccc(N(CC(=O)N2CCN(c3ccccc3F)CC2)S(=O)(=O)c2c(C)noc2C)cc1,-1.7%,10%
COc1ccc(/C=C2/SC(=S)N(CC(=O)O)C2=O)cc1OCc1ccc(Cl)cc1,16µM*,0%
COc1cc(/C=N/N2CCN(c3ccccc3OC)CC2)ccc1OC(C)=O,1.6%,-4%
CC(C)c1ccc(OCC(=O)Nc2ccccc2C(=O)N2CCOCC2)cc1,0.0%,1%
COc1ccc(S(=O)(=O)N2CC(C)N(C(=O)N3CCOCC3)C2)cc1 (centres undefined),-0.5%,-10%
O=C(Nc1ccc2oc(-c3ccncc3)nc2c1)c1ccc([N+](=O)[O-])o1,-4.4%,-23%
CCC(C)NC(=O)c1ccc(C)c(NC(=O)C2=C(C)OCCS2)c1 (centres undefined),-0.4%,9%
Cc1ccc(NS(=O)(=O)c2ccc(NC(=O)C3CC3)cc2)cc1C,-1.0%,7%
CCOC(=O)C(C)n1cnc2c(nnn2-c2ccc(F)cc2)c1=O (centres undefined),-0.4%,-9%
O=C(CCC1CCCC1)NNC(=O)c1cc2ccccc2cc1O,38%,26%
CC12CN(C(=O)c3cccc([N+](=O)[O-])c3)C3(C#N)CC1CCC23C (centres undefined),2.4%,4%
Cn1cc(S(=O)(=O)NC2CCCCCC2)c(=O)n(C)c1=O,-0.5%,13%
COc1ccc(-c2cn[nH]c2-c2ccc(OC)cc2O)cc1,-3.9%,40%
Cn1ccnc1C(OC(=O)c1ccccc1)C(F)(F)F (centres undefined),-1.0%,-5%
COc1ccccc1CNC(=O)c1cc(C(C)=O)c[nH]1,1.7%,8%
O=C(Cc1ccc(Cl)cc1)Nc1ccccn1,2.1%,3%

# The results go on:
SMILES,HIV fusion peptide,AID2073
COc1cccc(C(=O)NCC(=O)NCc2cc(=O)n(C)c(=O)n2C)c1,0.4%,6%
O=C(O)c1ccccc1C(=O)Nc1nc(-c2ccc3ccccc3c2)cs1,26%,9%
CCOC(=O)C1CCN(C2=NC(=O)/C(=C/c3ccccc3OC)S2)CC1,0.1%,6%
CCc1cc(=O)oc2cc(C)cc(OCC(=O)NCC3CCC(C(=O)O)CC3)c12 (centres undefined),2.3%,18%
Cc1onc(-c2c(F)cccc2Cl)c1C(=O)NCCc1ccncc1,0.2%,-8%
CC1Cc2c([nH]c3ccccc23)C(=O)N1 (centres undefined),-2.2%,13%
CCCN(CCC)CCCNC(=O)c1ccc(CS(=O)(=O)c2c(Cl)cccc2Cl)o1,-0.6%,-3%
Cc1ccc(C)c(N(C(=O)c2csnn2)C(C(=O)NC2CCCCC2)c2ccccn2)c1 (centres undefined),1.9%,1%
COc1ccc(S(=O)(=O)NC(C)C(=O)NCc2ccco2)cc1OC (centres undefined),1.3%,3%
COc1cccc(CNC(=O)C2CCCN(c3ncnc4c3nc3n4CCCCC3)C2)c1 (centres undefined),-0.5%,7%
COc1ccc(N(C(=O)CNC(=O)c2ccco2)C(C(=O)NC2CCCC2)c2ccc(C)o2)cc1 (centres undefined),-1.1%,-12%
O=C1NC(=S)N/C1=C/c1ccc2c(c1)OCO2,6.6%,2%
COC(=O)CCC(=O)OC1(C)C(=O)C2=CN(CCCCO)C(c3ccc(OC)cc3)=CC2=C(Br)C1=O (centres undefined),1.2%,12%
C/C(=N\Nc1ccc(C)c(Cl)c1)c1ccncc1,-1.0%,9%
COc1cccc(NC(=O)CN2CCN(C(=O)c3ccco3)CC2)c1,0.5%,10%
COc1ccc(C=O)cc1OC1C=CCCC1 (centres undefined),-2.3%,12%
O=C(Nc1cccc(OCC(=O)N2CCOCC2)c1)c1cccc(Cl)c1,1.3%,10%
CCN1CCN(C(=O)C2=CC(c3ccc(OC)cc3)=NS(=O)(=O)N2C)CC1,-2.0%,20%
COc1cc(C(=O)NC(C)CCn2cccn2)ccc1OC1CCN(C(C)=O)CC1 (centres undefined),1.8%,-2%
COc1ccc(C(=O)O)cc1NC(=S)NC(=O)Cc1ccc(Cl)cc1,6.2%,-4%
COc1ccc2ccccc2c1/C=N/NC(=O)c1ccc(C)nc1,-1.2%,2%
COc1ccc(CCn2c(=N)c(C(=O)NCCN3CCOCC3)cc3c(=O)n4cccc(C)c4nc32)cc1OC,-1.2%,2%
CN(C)c1ccc(/C=N/Nc2cccc(C(=O)O)c2)cc1,1.4%,5%
COCc1ccc(CN2CCCC(C(=O)Nc3ccccc3-c3ccc(OC)cc3)C2)o1 (centres undefined),-0.4%,-11%
O=C(Nc1ccccc1)/C(=C/c1ccc([N+](=O)[O-])cc1)NC(=O)c1ccco1,-2.2%,15%

# (listing goes on)
SMILES,HIV fusion peptide,AID2073
CCN(CC)CCNC(=O)c1ccc(NC(=O)Cc2cccc3ccccc23)cc1,-0.7%,8%
Cc1cccc(C)c1OCC1CNC(=O)O1 (centres undefined),3.0%,-1%
COc1ccc(CN2CCN(C(=O)Cn3nc(C(=O)O)c4ccccc4c3=O)CC2)cc1F,0.1%,2%
CCOc1ccccc1CNC(=O)CN1C(=O)CSc2ccc(S(=O)(=O)N3CCOCC3)cc21,-0.3%,6%
Cc1ccc2sc(N(CCN(C)C)C(=O)/C=C/c3cccs3)nc2c1C,1.1%,16%
CCOc1cc(/C=C2/C(=O)ON=C2C)cc(Br)c1O,58%*,-2%
Cc1cc(-c2ccccc2)nc(SCc2ccc(C(=O)O)cc2)n1,9.6%,16%
CC(=O)Nc1cccc(C(=O)OCCCOc2ccc(F)cc2)c1,0.0%,-10%
O=[N+]([O-])c1cc([N+](=O)[O-])c(Oc2c(F)ccc(F)c2F)cc1NN1CCCCC1,-0.3%,6%
COC(=O)c1cccc(Nc2c3c(nc4ccccc24)CCC3)c1,1.0%,18%
COc1ccc(Nc2cc(Nc3cccc(OC)c3)ncn2)cc1,-3.1%,9%
CCOc1cc(C(=O)NC(=S)Nc2nc(C)cc(C)n2)cc(OCC)c1OCC,-1.3%,2%
CCOc1ccc(CN(C)CC(O)COC(c2ccc(OC)cc2)c2ccc(OC)cc2)cc1 (centres undefined),-2.7%,14%
CCN1CCN(C(=O)C2CC(=O)N(c3ccc(Cl)cc3)C2)CC1 (centres undefined),-0.9%,-6%
O=C(CCC1CCN(C(=O)Cc2c(F)cccc2F)CC1)NC1CC1,1.2%,7%
O=C1CCCN1CCCNc1nc2c(S(=O)(=O)c3ccccc3)nnn2c2ccc(Cl)cc12,-2.5%,?
O=C(/C=C/c1ccc(OC(F)F)cc1)Nc1cccc(S(=O)(=O)N2CCOCC2)c1,-0.9%,10%
CC(C)c1ccc(N(CC(=O)NCc2ccco2)C(=O)CCC(=O)Nc2nccs2)cc1,1.4%,14%
CC1CCCCN1CCCNC(=O)Cn1ncc2c([nH]c3ccccc32)c1=O (centres undefined),0.6%,18%
Cc1ccc(OCCNC(=O)CCc2nc3sc4c(c3c(=O)[nH]2)CCCC4)cc1,4.4%,18%
CC(C)(C)C(=O)CN1C(=O)NC2(CCCc3ccccc32)C1=O (centres undefined),1.5%,-7%
CCN(CC)C(=O)COCc1cc(-c2ccc3c(c2)OCO3)on1,-0.9%,9%
O=C(Nc1ccccc1N1CCN(C(=O)c2ccccc2)CC1)c1ccc([N+](=O)[O-])o1,-2.1%,6%
CCCN(c1ccccc1C(=O)O)S(=O)(=O)c1ccc2c(c1)n(C)c(=O)n2C,-0.6%,-2%
COc1ccccc1N(C(=O)Cn1nnc(-c2ccc(C)o2)n1)C(C(=O)NC1CCCC1)c1ccncc1 (centres undefined),1.0%,1%

# Continuation.
SMILES,HIV fusion peptide,AID2073
COC(=O)c1cc(S(=O)(=O)N(C)c2ccc(C)c(C)c2)c[nH]1,-1.5%,15%
CCCC(=O)Nc1cc(C)c(NC(=O)c2ccco2)cn1,0.3%,9%
C[C@@H](C(=O)NC1CCCC1)N1C(=O)N2CCc3c([nH]c4ccccc34)[C@@]2(C)C1=O,1.0%,1%
Brc1ccccc1/C=N/Nc1nc2ccccc2o1,-3.3%,10%
Cc1cc(C(=O)NCC(c2ccco2)N(C)C)ccc1[N+](=O)[O-] (centres undefined),0.8%,10%
O=C(CSc1nc2ccc(Nc3nc(N4CCOCC4)nc(N4CCOCC4)n3)cc2s1)Nc1ccccc1F,0.8%,17%
C=CCNC(=O)C1CCN(S(=O)(=O)c2cccs2)CC1,0.8%,8%
Cc1cc(C2(O)C(=O)Nc3ccccc32)ccc1F (centres undefined),0.9%,1%
O=C(CN1CCCCCC1)Nc1ccc(Cl)cn1,0.3%,-3%
COC1=CC(=Cc2c(N)n3nc(CC(=O)N4CCCCC4)sc3nc2=O)C=C(OC)C1=O,42%,5%
O=c1cnn(Cc2ccc(Cl)c(Cl)c2)c2ccccc12,-2.5%,4%
COc1cc(-c2noc(C3CCCN(C(=O)c4c(F)cccc4F)C3)n2)cc(OC)c1OC (centres undefined),0.0%,9%
Cc1cc(C)c(C(=O)N2CCCC(N3CCN(c4ccc(F)cc4)CC3)C2)o1 (centres undefined),-1.0%,5%
CCS(=O)(=O)Nc1cccc(C2=NN(S(=O)(=O)CC)C(c3cccs3)C2)c1 (centres undefined),0.2%,14%
Cc1cc2c(cc1S(=O)(=O)Nc1c(C)cccc1C)n(C)c(=O)c(=O)n2C,-1.5%,20%
CCOC(=O)C1(CCOc2ccccc2)CCN(Cc2ccc(O)c(OC)c2)CC1,-0.8%,-4%
COc1ccc(NC(=O)C2CCCN(c3nn4c(=O)cc(C)nc4s3)C2)c(OC)c1 (centres undefined),-0.2%,6%
O=C(CN(Cc1ccco1)C(=O)CCC(=O)Nc1ccccn1)NCc1ccccc1,-0.5%,-14%
Cc1cc(NC(=O)c2cccnc2)ccc1Br,0.2%,-6%
Nc1cc(=O)[nH]c(SCc2ccccc2Cl)n1,-0.1%,-4%
Cc1ccc(C(C)C)cc1S(=O)(=O)NC1CC(C)(C)NC(C)(C)C1,-1.2%,4%
CCN(CC)CCCNC(=O)c1ccc(C)c(NC(=O)C2=C(C)OCCS2)c1,-0.6%,5%
O=C(CSc1ncccn1)NC1CCS(=O)(=O)C1 (centres undefined),0.0%,3%
[N-]=[N+]=NC[C@H](Cc1ccccc1)N1CC[C@@H](O)CCC1=O,1.7%,-4%
Cc1cc(N2C(=O)C(O)=C(C(=O)c3ccc(C)o3)C2c2cccc(Oc3ccccc3)c2)no1 (centres undefined),24µM*,29%

# Continuation:
SMILES,HIV fusion peptide,AID2073
CC(C)(C)c1ccc(/C=N/NC(=O)CN2CCS(=O)(=O)CC2)cc1,1.2%,1%
CC(=O)Nc1ccc(S(=O)(=O)N(C)CC(=O)N/N=C/c2cccs2)cc1,-2.2%,4%
Cc1cc(C)n(-c2nc3ccccc3c(=O)n2OCC#N)n1,-0.5%,2%
NS(=O)(=O)c1ccc(NC(=O)CSc2cn[nH]n2)cc1,2.1%,6%
C/C(=N\N(C)C)c1ccc(OCCOc2ccc([N+](=O)[O-])cc2)cc1,-0.2%,-5%
CC(C)C(OC(=O)c1ccco1)C(=O)NC1CCCC1 (centres undefined),2.3%,2%
CCn1c(SCC(=O)NC2CC2)nnc1-c1ccncc1,0.2%,6%
COc1ccccc1N1CCN(C(=O)c2cc3cc(F)ccc3[nH]2)CC1,-0.5%,-2%
COc1cc(NC(=O)Nc2cccc3cccnc23)cc(OC)c1OC,-0.2%,7%

# This is a subset. The share of hits here may be higher or lower than overall.
